Insulin prom inh: inhibitors of insulin promoter-driven GFP, primary screen, imaging, TRM-6 cells (human fetal islet line), eGFP reporter, cell count; inhibition, % at 2 µM; 130,000 compounds, 0.9% hits; reporter expression induced with tamoxifen;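 active = inhibition above the mean plus 3 SD, with well images judged a real hit on visual review, cut at about 60% in these data, passing the limit was not always enough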
SDO1 yeast rescue: growth rescue of sdo1-depleted yeast, primary screen, S. cerevisiae, bone marrow failure model. z-score at 10 µM. AID 817, 2007. S. cerevisiae sdo1-depleted JHY4D growth rescue, OD600 30 h; hits give high values; pdr5 snq2 efflux-pump mutant strain. 140,000 compounds, 0.21% hits;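 active = z-score above 3 at both the 24 hr and the 30 hr optical density reads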;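 also: z-score against mean and SD of all compound wells on the same plate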
SDO1 yeast rescue Rescue 24 h: second read-out of SDO1 yeast rescue, no call of its own (marks repeat the call); z-score; S. cerevisiae sdo1-depleted JHY4D growth rescue, OD600; measured here: growth rescue at 24 h;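 0 is the plate mean of compound wells and units are plate SD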
* marks the source's active call; other numbers are inactive results; i = inactive; nt = no result given; & = joins results of further samples.

Start of the data: the first twelve entries, to show the layout:
SMILES | Insulin prom inh | SDO1 yeast rescue | SDO1 yeast rescue Rescue 24 h
COc1ccc(NC(=O)C(NC(=O)Cc2cccs2)c2ccccc2)cc1 (configuration not stated) | nt | -0.74 | -0.6
CC1(C(=O)NC2CCCCC2)CCC(=O)N1Cc1cccnc1 (configuration not stated) | nt | 0.72 | 0.59
COCc1nnc(NC(=O)CCC2CCCCC2)s1 | 0.0 | -0.38 | -0.48
Cc1ccc(S(=O)(=O)NCCc2ccncc2)cc1 | -166.7 | 0.73 | 0.11
COc1ccc(S(=O)(=O)N(C)CC(=O)Nc2ccccc2OC)cc1 | -7.0 | 0.7 | 0.84
CC(C)CNC(=O)CN1C(=O)NC(Cc2c[nH]c3ccccc23)C1=O (configuration not stated) | -40.0 | nt | nt
O=C(COC(=O)CNC(=O)c1ccco1)Nc1ccc(F)cc1 | -9.1 | nt | nt
O=C(Nc1ccc(Cl)cc1)Nc1nnc(Cc2ccc([N+](=O)[O-])cc2)s1 | nt | -0.41 | 0.27
N/C(=N\OC(=O)C12CC3CC(CC(C3)C1)C2)c1ccccn1 | -3.7 | -0.67 | -0.68
Cc1cccc(NC(=O)CSc2nc3[nH]ncc3c(=O)[nH]2)c1C | 26.7 | 0.24 | 0.33
O=[N+]([O-])c1ccc(N2CCNCC2)cc1Sc1nc2ccccc2[nH]1 | nt | 0.95 | 0.25
CNC(=O)c1ccc(OCc2ccccc2)c(OC)c1 | 31.2 | 0.22 | 0.47

Results, from the first entry:
SMILES | Insulin prom inh | SDO1 yeast rescue | SDO1 yeast rescue Rescue 24 h
COc1ccc(NC(=O)C(NC(=O)Cc2cccs2)c2ccccc2)cc1 (configuration not stated) | nt | -0.74 | -0.6
CC1(C(=O)NC2CCCCC2)CCC(=O)N1Cc1cccnc1 (configuration not stated) | nt | 0.72 | 0.59
COCc1nnc(NC(=O)CCC2CCCCC2)s1 | 0.0 | -0.38 | -0.48
Cc1ccc(S(=O)(=O)NCCc2ccncc2)cc1 | -166.7 | 0.73 | 0.11
COc1ccc(S(=O)(=O)N(C)CC(=O)Nc2ccccc2OC)cc1 | -7.0 | 0.7 | 0.84
CC(C)CNC(=O)CN1C(=O)NC(Cc2c[nH]c3ccccc23)C1=O (configuration not stated) | -40.0 | nt | nt
O=C(COC(=O)CNC(=O)c1ccco1)Nc1ccc(F)cc1 | -9.1 | nt | nt
O=C(Nc1ccc(Cl)cc1)Nc1nnc(Cc2ccc([N+](=O)[O-])cc2)s1 | nt | -0.41 | 0.27
N/C(=N\OC(=O)C12CC3CC(CC(C3)C1)C2)c1ccccn1 | -3.7 | -0.67 | -0.68
Cc1cccc(NC(=O)CSc2nc3[nH]ncc3c(=O)[nH]2)c1C | 26.7 | 0.24 | 0.33
O=[N+]([O-])c1ccc(N2CCNCC2)cc1Sc1nc2ccccc2[nH]1 | nt | 0.95 | 0.25
CNC(=O)c1ccc(OCc2ccccc2)c(OC)c1 | 31.2 | 0.22 | 0.47
CN1CC2=Cc3ccccc3OC23Oc2ccccc2C=C3C1 | 57.6 | -0.56 | -1.22
Cc1ccc(C)c(NC(=O)CN(C)C(=O)[C@@H](NC(N)=O)C(C)C)c1 | 14.3 | nt | nt
O=C(c1ccccc1)N1CCN(C(=O)c2cc3ccccc3o2)CC1 | 26.5 | 0.8 | 0.74
COc1ccc(C(=O)NC(=S)N2CCCCC2)cc1 | nt | -0.13 | -0.47
CCc1cc(OCCOCCN(C)C)ccc1Cl | -21.4 | 2.45 | 2.44
CCn1c(SCC(=O)OCc2ccccc2)nnc1-c1ccco1 | 51.6 | 0.01 | -0.6
CCN(CC)c1ccc(/C=N/NS(=O)(=O)c2cccc([N+](=O)[O-])c2)cc1 | nt | 0.67 | 1.48
O=C(Cc1ccc([N+](=O)[O-])cc1)N1CCCc2ccccc21 | 50.0 | nt | nt
O=C(Cn1ccc2ccccc2c1=O)NCCC(=O)N1CCN(c2cccc(C(F)(F)F)c2)CC1 | nt | 0.78&-0.6 | 0.65&-0.99
Cc1cccc(NC2=C/C(=N/S(=O)(=O)c3cccs3)c3ccccc3C2=O)c1 | 7.7 | -0.87 | 1.47
Cc1ccc(NC(=O)c2cc([N+](=O)[O-])ccc2NCc2cccnc2)cc1Cl | -13.8 | -0.61 | 1.21
O=C(NC1CCCCC1)C(c1ccccc1)N(C(=O)Cc1ccsc1)c1ccccc1 (configuration not stated) | 15.6 | 0.18 | -0.18
Cc1nc(NC(=O)c2ccc([N+](=O)[O-])cc2Cl)sc1C(=O)N(C)C | 23.3 | 0.98 | -0.48
C=C1C2(C(=O)NCc3ccco3)CCC(C2)C1(C)C (configuration not stated) | -30.7 | -0.59 | -0.68
CCNc1nc(NC(C)C)nc(OCCNS(=O)(=O)c2cc(C)ccc2C)n1 | -18.2 | 0.4 | -0.27
O=C1C=CN(C(=O)Oc2ccccc2)CC1 | nt | 0.57 | -0.25
CCCn1c(NC(=O)C2CCN(S(=O)(=O)c3cccs3)CC2)nc2ccccc21 | 36.4 | 0.19 | 0.2
CCC(NC(=S)Nc1ccccc1)C(=O)O (configuration not stated) | -24.1 | 0.83 | 0.48
CCc1nnc(NS(=O)(=O)c2ccc(NC(=S)NC(=O)/C=C/c3ccc(C(C)C)cc3)cc2)s1 | -31.0 | 0.16 | -0.4
CCC(=O)N/C(=N/c1nc(C)cc(C)n1)Nc1ccc(OC)cc1 | 56.2 | -1.64 | -0.95
CC1=NN(c2ccc([N+](=O)[O-])cc2)C(=O)/C1=C\N(C)C | 12.5 | 0.72 | 0.49
COc1cccc(C(=O)NC2(C(F)(F)F)N=C3SCCN3C2=O)c1 (configuration not stated) | 9.1 | 0.02 | 0.1
CC1(C)CC(=O)C2=C(C1)OC(N)=C(C#N)C21C(=O)N(Cc2ccccc2Cl)c2ccccc21 (configuration not stated) | -33.3 | 0.25 | 0.4
Nc1nc2c(F)cccc2s1 | nt | 0.18 | -0.08
Oc1cccc(Nc2ncnc3ccccc23)c1 | 2.7 | 0.34 | 0.51
O=C1Nc2cc(Cl)c(Cl)cc2N(O)N1c1cccc(Cl)c1 | -48.6 | 0.71 | 0.19
Cc1ccc(CN2C(=O)CCC2C(=O)NCc2ccco2)cc1 (configuration not stated) | -30.8 | -0.09 | -0.42
O=C(Cn1ncc(N2CCOCC2)c(Br)c1=O)c1ccc(Cl)cc1 | -40.0 | nt | nt
Cc1ccccc1-n1c(-c2ccco2)n[nH]c1=S | 26.7 | 0.78 | 0.37
CSC1=NC2(CC(c3ccccc3)Oc3cc(O)ccc32)CC(C)(C)N1 (configuration not stated) | -11.1 | 0.73 | 0.17
CCCn1c(C)cc(=O)c2cc(NC(=O)c3cnccn3)ccc21 | nt | -0.11 | 0.1
CCOC(=O)c1c(NC(=O)CSc2nnc(Cc3csc(N)n3)n2C)sc(C)c1C | -350.0 | 0.5 | 0.51
Cc1ccc2nc(NC(=O)COC(=O)c3ccncc3)sc2c1 | 54.5 | nt | nt
Cc1cccc(Oc2cc(N)cc([N+](=O)[O-])c2)c1 | nt | -1.34 | -0.84
COc1ccc2c(c1)CC/C(=C/c1ccco1)C2=O | -33.3 | -0.34 | -0.41
COCCn1c(-c2ccccc2Cl)nc2c(c(=O)c3ccccc3n2C)c1=O | 43.8 | 0.66 | 0.22
COc1cccc2cccc(/C=N/n3cnnc3)c12 | 0.0 | nt | nt
Cc1cccc(C)c1NC(=O)C1(N(C(=O)c2ccccn2)c2ccc(O)cc2)CCCCC1 | 6.7 | nt | nt
CC(C)(C)SCCNC(=O)c1ccc(Cl)c(S(=O)(=O)N2CCOCC2)c1 | 6.2 | nt | nt
COc1ccc(Cn2nnnc2CN2CCc3ccccc3C2)cc1 | -58.3 | -0.64 | -0.38
CCc1nc(N2CCC3(CC2)OCCO3)c2nnn(Cc3ccccc3Cl)c2n1 | 6.7 | -1.7 | -1.02
COc1cc2c(cc1OC)-c1cc3ccc4c(c3c[n+]1CC2)OCO4 | 20.0 | -0.29 | -0.62
CC1CCN(CCOc2ccccc2-c2ccccc2)CC1 | -84.6 | 1.1 | 0.92
COC(=O)C1=C(C)Nc2ncnn2C1c1ccccn1 (configuration not stated) | 2.6 | -0.15 | -0.41
Cc1c(Cl)cccc1NC(=O)CC1NCCNC1=O (configuration not stated) | 27.0 | 1.2 | 1.59
COc1cc(NC(=O)CSc2ccc3c(c2)OCCO3)cc(OC)c1OC | 35.3 | -1.14 | -0.95
CC1CCC2(CC1)NC(=O)N(CC(=O)Nc1ccc(N3CCOCC3)cc1)C2=O (configuration not stated) | nt | 0.56 | 0.29
COc1ccc2cc(CN(Cc3cccnc3)S(=O)(=O)c3ccccc3)c(=O)[nH]c2c1 | nt | 0.11 | 0.06
Next results follow.
SMILES | Insulin prom inh | SDO1 yeast rescue | SDO1 yeast rescue Rescue 24 h
COc1ccc(NS(=O)(=O)c2ccc3c(c2)NC(=O)CO3)cc1 | 53.9 | nt | nt
Cc1cccc(Nc2ccccc2C(=O)NCc2ccco2)c1C | -42.3 | -0.9 | -0.54
COc1ccc(CCNC(=O)c2cccnc2)cc1 | 40.7 | 0.08 | -0.26
CCOC(=O)c1c(C)[nH]c(C)c1C(=O)COC(=O)c1ccc(S(=O)(=O)N(CC)CC)cc1 | 5.7 | -0.21 | -0.23
CCOC(=O)c1[nH]c2ccccc2c1NC(=S)Nc1cc(C)ccc1C | 75.6* | -0.19 | -0.51
Cn1c(=O)c2[nH]c(CNCc3ccccc3Cl)nc2n(C)c1=O | -74.3 | 1.41 | 3.68
CCOP(=O)(OCC)c1nc(-c2cccc3ccccc23)oc1NCCc1ccc(OC)cc1 | -44.0 | -0.7 | -1.15
O=S1(=O)N=C(N2CCOCC2)c2ccccc21 | 54.5 | -0.39 | -1.14
C=CCNC(=O)NC(=S)c1ccccc1 | -13.6 | 1.07 | 1.09
O=C(c1cc2cc([N+](=O)[O-])ccc2oc1=O)N1CCOCC1 | 14.3 | nt | nt
COc1cc(/C=C/C(=O)N(C)c2ccccc2C(=O)O)cc(OC)c1OC | -23.7 | 0.26 | 0.1
COc1ccccc1N1CCN(c2nnc(-c3ccc(F)cc3)c3ccccc23)CC1 | -70.3 | 0.22 | 0.55
Cc1cc([N+](=O)[O-])ccc1NC(=O)Nc1ccc(F)cc1F | -57.9 | nt | nt
CC(=O)NCCCc1nc2ccccc2n1Cc1ccc(C)cc1 | i | -0.4 | -0.28
Cc1c(-c2ccccn2)c(=O)[nH]n1-c1ccc(F)cc1 | 48.8 | nt | nt
Cc1ccc(NC(=O)CSc2nnc(C)c(=O)n2N)cc1 | -36.4 | nt | nt
CCn1cc(C(=O)O)c(=O)c2cc(F)c(N3CCN(S(=O)(=O)c4ccc5c(c4)OCCO5)CC3)cc21 | 44.4 | nt | nt
Cc1nnc2c(-c3ccccc3)nc3ccccc3n12 | -9.1 | 0.3 | -0.39
CCOP(=O)(OCC)C(Nc1ccc([N+](=O)[O-])cc1)c1ccc(Cl)cc1 (configuration not stated) | -100.0 | nt | nt
COc1ccc(OCC(=O)Nc2ccc(S(=O)(=O)Nc3cc(C)nc(C)n3)cc2)cc1 | nt | 0.71 | 0.42
O=C(NC1=C(Nc2ccc(F)cc2)C(=O)c2ccccc2C1=O)c1ccc(Cl)cc1 | nt | -1.43 | -1.25
CCN(CC)C(=O)c1sc2nc(-c3ccc(OC)cc3)cn2c1C | nt | 0.82 | 2.61
COCCCNC(=O)CSC1=Nc2ccccc2C2=NC(CC(=O)NCc3ccccc3)C(=O)N12 (configuration not stated) | -64.3 | 0.19 | -0.95
COc1ccc(C(=O)Nn2c(SCC(=O)N3CCC(C)CC3)nc3ccccc3c2=O)cc1 | 11.4 | -0.73 | -1.14
O=c1oc(-c2cccs2)nc2sc3c(c12)CCC3 | -14.8 | 0.85 | 2.6
Cc1ccc(S(=O)(=O)N2C(=O)CCC2C(=O)Nn2cnnc2)cc1 (configuration not stated) | nt | 0.48 | 0.29
CC(Oc1ccccc1)C(=O)NC1CC(C)(C)NC(C)(C)C1 (configuration not stated) | 8.3 | 0.64 | 0.13
Cc1cccc(C(CC(=O)NCc2ccco2)c2ccccc2)c1O (configuration not stated) | -30.2 | nt | nt
CC1(C)CC(=O)C=C(NCc2cccnc2)C1 | 16.1 | 0.49 | -0.15
O=C(O)c1ccc2c(c1)C(c1ccccc1)OC2=O (configuration not stated) | nt | 2.17 | 2.87
O=c1[nH]c(CSc2nnnn2-c2ccccc2)nc2ccccc12 | 4.8 | nt | nt
CC1CN(CC(O)COC(c2ccccc2)c2ccccc2)CC(C)O1 (configuration not stated) | -26.5 | 1.17 | 1.22
COCCn1c(SCC(=O)NC(=O)NC(C)(C)C)nc2ccccc21 | -17.1 | 0.8 | 0.79
C=CCn1c(SCC(=O)NCC)nnc1-c1cc2c(s1)CCC(CC)C2 (configuration not stated) | 28.6 | -0.9 | -1.09
COC(=O)C1=C(N)N(c2ccc(F)cc2)C2=C(C(=O)CCC2)C1c1ccc2c(c1)OCO2 (configuration not stated) | nt | -0.37 | -0.1
COc1ccc(-c2nn(-c3ccccc3)cc2/C=N/Nc2ccccn2)cc1 | 30.0 | nt | nt
COc1cc(C)c(NC(=S)Nc2cccc(Cl)c2C)cc1OC | nt | 0.6 | 0.3
COc1ccc(CCNC(=S)N2CCC(C(=O)c3ccc(F)cc3)CC2)cc1OC | -83.3 | nt | nt
C=CCn1c(N)c(C(=O)OCC(C)C)c2nc3ccccc3nc21 | nt | -1.11 | -0.73
O=c1c2ccccc2cnn1Cc1cccc(Br)c1 | 4.8 | nt | nt
O=C(CC1(O)C(=O)Nc2ccccc21)c1ccc(-n2cccc2)cc1 (configuration not stated) | -31.6 | -0.06 | 0.09

Screening data deposited in PubChem by several laboratories.

Only part of the results is shown, so the mix of outcomes need not match the whole.
